# Granule exo inh = lytic granule exocytosis inhibition | TALL-104 LAMP-1 surface exposure, flow cytometry; cells stimulated with thapsigargin and PMA | inhibition, % at 10 µM | hit rate 0.66% among 360,000;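 active = inhibition above about 55%, limit read from the data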
# H9c2 protect = modulators protecting cardiomyocytes from myocardial damage | AID 588492 | H9c2 cardiomyocytes, H2O2 injury protection, ATPLite, 2 h | hit rate 0.63% among 360,000 | protection from H2O2 cell death, % at 20 µM;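 active = compounds giving at least 50% protection of heart cells from peroxide-induced death in the single-dose screen, raw or plate-pattern-corrected value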;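 also: 0% = DMSO wells with peroxide and 100% = DMSO wells without peroxide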
# ABCB6 inh 2 = blocks the human ABCB6 transporter | Q9NP58 | K562-ABCB6 porphyrin accumulation, flow cytometry, 1 h; active compounds read low | fluorescence ratio to DMSO, % at 10 µM | hit rate 0.19% among 360,000 | AID 602162;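 active = fluorescence ratio to DMSO below 75%, the collection mean minus 3 SD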;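 also: signal is porphyrin accumulated inside mitochondria; 100% equals median channel fluorescence of DMSO control wells; lower ratio means ABCB6 inhibition with less porphyrin fluorescence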
# ABHD5-PLIN5 inh = blocks binding of human ABHD5 to perilipin-5; inhibition, % at 4 µM; Split G. princeps luciferase complementation, luminescence, 4 h; hit rate 0.78% among 360,000; Q00G26+Q8WTS1;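 active = inhibition above the mean inhibition across every tested compound plus 3 SD, cut at about 22% in these data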;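 also: 0% = DMSO only wells and the 100% control is not disclosed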
# MC4R ag barr = activates human MC4R beta-arrestin recruitment. P32245. hit rate 0.98% among 360,000. activation, % at 8.9 µM. U2OS MC4R beta-arrestin complementation, luminescence; percent of melanotan II response, DMSO zero;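 active = activation above a per-plate cutoff, the mean activation of sample wells on that plate plus 3 SD, cut at about 8% in these data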
# Target sequence (P32245 whole entry, looked up): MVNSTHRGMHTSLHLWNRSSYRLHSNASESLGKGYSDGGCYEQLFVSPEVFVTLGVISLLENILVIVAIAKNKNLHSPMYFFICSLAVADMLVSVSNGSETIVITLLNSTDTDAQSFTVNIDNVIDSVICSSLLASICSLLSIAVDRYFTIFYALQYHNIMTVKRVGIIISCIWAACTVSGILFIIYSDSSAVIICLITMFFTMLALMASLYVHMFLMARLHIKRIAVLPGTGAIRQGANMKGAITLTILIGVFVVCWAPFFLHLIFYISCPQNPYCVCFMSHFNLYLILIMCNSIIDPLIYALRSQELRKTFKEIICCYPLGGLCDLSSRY
# m5-HT2A agonist = agonists of mouse serotonin 5-HT2A receptor (HTR2A) | P35363 | CHO-K1 mHTR2A beta-arrestin complementation, luminescence; percent of 30 µM serotonin response | activation, % at 7.6 µM | hit rate 0.66% among 360,000;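 active = activation above a run cutoff, the mean activation of all tested compounds plus 3 SD, cut at about 14% in these data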;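 also: 0% = plate median of compound wells and 100% = 30 µM serotonin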
# Target sequence (P35363 whole entry, looked up): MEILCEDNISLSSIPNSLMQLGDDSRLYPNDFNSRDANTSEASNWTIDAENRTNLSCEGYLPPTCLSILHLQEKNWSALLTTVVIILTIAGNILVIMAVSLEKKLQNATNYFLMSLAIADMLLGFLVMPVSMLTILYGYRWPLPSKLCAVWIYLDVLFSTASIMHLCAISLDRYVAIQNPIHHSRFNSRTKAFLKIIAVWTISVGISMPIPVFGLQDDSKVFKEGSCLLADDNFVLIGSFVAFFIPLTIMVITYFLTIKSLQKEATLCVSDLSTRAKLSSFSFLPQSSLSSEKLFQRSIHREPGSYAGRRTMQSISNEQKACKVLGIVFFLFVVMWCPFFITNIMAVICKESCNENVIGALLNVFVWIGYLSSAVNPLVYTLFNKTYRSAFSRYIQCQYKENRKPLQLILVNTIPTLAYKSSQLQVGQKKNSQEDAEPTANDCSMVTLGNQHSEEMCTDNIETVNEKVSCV
# Glyco luc inh = blocks N-linked glycosylation in D54 reporter cells; D54 ERlucT glycosylation luciferase reporter, 24 h; percent of 100 nM tunicamycin response; reporter increase, % at 12.5 µM; hit rate 0.23% among 360,000;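 active = mean luciferase reporter signal, scaled so untreated is 0 and the glycosylation-blocking control 100, at or above a set limit in every replicate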;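 also: luciferase carries N-glycosylation sites so blocking glycosylation raises the light; 0% = median of neutral control wells and 100% = median of 100 nM tunicamycin wells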
# CaV13 FRET inh = Primary screen for inhibitors of IQ motif and Ca2+-dependent inactivation inhibitor domain binding in CACNA1D, Förster resonance energy transfer in living cells, … | HEK cells, CFP/YFP FRET ICDI-IQ, plate reader, 10 min; percent FRET-ratio fall versus neutral wells | inhibition, % at 12.3 µM | hit rate 0.098% among 340,000;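 active = mean replicate inhibition of at least 30% and at least 1% of replicates passing that level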;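 also: 0% = median of the neutral control wells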
# PDI inh = PDI (human) enzyme inhibition | inhibition, % at 10 µM | hit rate 0.052% among 350,000 | AID 588391 | PDI insulin aggregation turbidity, A650, 90 min | P07237;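 active = mean inhibition across replicates of 30% or more, whatever share of single replicates reach that level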;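 also: absorbance from insulin aggregation driven by PDI reduction with DTT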
# MC4R antag cAMP = antagonists of human melanocortin 4 receptor (MC4R); inhibition, % at 6.5 µM; hit rate 0.48% among 360,000; AID 540295; MC4R-expressing cells, MTII-stimulated cAMP, LANCE TR-FRET; P32245;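 active = inhibition above its plate's cutoff, the mean of tested wells on that plate plus 3 SD, cut at about 29% in these data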;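 also: 0% = Melanotan II alone and 100% = Melanotan II plus saturating MCL0020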
#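 Test system: U2OS cells stably expressing human melanocortin 4 receptor (MC4R); also added: Melanotan II challenge; compound: 6.5 µM single dose; timing: 30-min compound preincubation, 1-h Melanotan II challenge, 1-h detection, room temperature; signal: Eu-cAMP/anti-cAMP TR-FRET, emission 671 nm; repeats: one well per compound, no replicates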
# Numbers without * were called inactive; · = no result given. This is a random part of the collection (roughly 4.2% active in at least one column).
SMILES,Granule exo inh,H9c2 protect,ABCB6 inh 2,ABHD5-PLIN5 inh,MC4R ag barr,m5-HT2A agonist,Glyco luc inh,CaV13 FRET inh,PDI inh,MC4R antag cAMP
COC(=O)CSC(C(=O)Nc1ccc(C)c(C)c1)c1ccccc1 (stereo unspecified),8,0,90,-5,-0.8,-3,0,-5,-3,11
CC(=O)N(c1ccccc1)c1nnc(-c2cnc(C)cn2)s1,0,-14,96,-2,-2.0,-1,-5,-2,2,2
Cc1cccc(NC(=O)C(Cc2ccccc2)n2cccc2)c1 (stereo unspecified),3,-2,97,-4,2.4,0,-1,1,7,-2
Cc1ccc(-n2ncc(C(=O)N3CCN(C(=O)c4ccco4)CC3)c2C2CCN(C(=O)OC(C)(C)C)CC2)cc1C,3,-2,97,11,-1.3,12,-2,-6,12,1
C=CCn1c(SCC(=O)C(C)(C)C)nnc1-c1ccccn1,1,0,90,-4,-0.9,-2,2,-6,9,7
O=C(NCC1CCCO1)/C(=C\c1ccco1)NC(=O)c1ccccc1 (stereo unspecified),0,8,98,8,-2.1,7,5,·,-1,-5
O=C(Nc1cccnc1Cl)C1c2ccccc2Oc2ccccc21,-2,3,98,0,-1.3,-7,-3,-5,-1,-1
CCNC(=S)N/N=C/c1cc(Br)cc(Br)c1OC,0,-6,94,-5,12*,0,2,-3,13,24
CC(=O)N1CCOc2ccc(S(=O)(=O)NCCc3ccc(C)cc3)cc21,-2,-5,101,-1,-2.4,-9,2,-6,3,13
C#CC[N+](C)(C)CCCCCCCCCCCC,9,-9,99,23*,-1.5,0,144*,-6,11,16
Cc1ccc(C(=O)COC(=O)CCc2ccc(S(=O)(=O)N3CCCCC3)cc2)cc1,5,-8,98,-2,1.7,12,1,-4,7,3
N#CC1(P(=O)(c2ccccc2)c2ccccc2)CCCC1,13,-6,100,-4,-0.3,-4,0,-17,6,9
CCOC(=O)NC(=O)/C(C#N)=C/c1ccc(N(C)C)cc1,-7,3,104,2,-0.1,-3,0,-1,-6,-25
COc1ccccc1NS(=O)(=O)c1cccc(NC(=O)C(C)NC(=O)c2ccco2)c1 (stereo unspecified),1,0,98,8,-0.3,4,-3,-5,2,1
Cc1cccc(-n2nnnc2SCn2nnc3ccccc3c2=O)c1,0,-4,101,-2,-1.5,5,1,-5,5,-6
CC(NC(=O)c1cn(C)c2ccc(S(=O)(=O)N3CCCC3)cc2c1=O)c1ccc2c(c1)OCCO2 (stereo unspecified),-1,7,93,4,-1.1,-1,·,-7,22,5
C/C(=N/NC(=O)c1ccoc1C)c1ccc(NC(=O)c2ccncc2)cc1,-5,4,100,-4,-2.1,-2,-4,-5,4,-4
N#C/C(=C/c1ccc(N2CCOCC2)o1)C(=O)N1CCOCC1,2,-6,99,16,0.5,4,1,-2,18,-16
Cc1cccc(C)c1NC(=O)Cn1cnc2c(=O)n(C)c(=O)n(C)c21,0,1,93,2,-0.6,7,0,-6,0,10
O=C(c1ccco1)N1CCN(C/C=C/c2ccccc2)CC1,-2,6,97,3,0.4,-8,-2,·,-6,1
CC1=CC(=C(C#N)c2nc3ccccc3s2)C=C(C)N1CC1CCCO1 (stereo unspecified),0,8,98,-8,-2.1,9,2,-5,11,9
CC1(C)CCC(=O)N2CC[C@H]3c4cc5ccccc5nc4C[C@@H]1[C@H]32,-1,4,97,-2,-0.6,0,2,-9,-2,-3
CC(=O)Nc1ccc(S(=O)(=O)NC(CC(=O)N(C)Cc2ccccc2)C(C)C)cc1 (stereo unspecified),0,14,107,8,-1.9,2,3,·,-7,-1
COc1ccc(C(C(=O)NC2CCCCC2)N(C(=O)c2ccccn2)c2cccnc2)cc1 (stereo unspecified),-1,3,93,-2,-1.3,0,0,-8,3,8
CCOC(=O)C1(Cc2ccccc2)CCN(Cc2cnn(-c3ccccc3)c2)CC1,1,0,102,-6,0.2,-5,-2,-4,12,4

# Given field by field: two of the compounds above
CCNC(=S)N/N=C/c1cc(Br)cc(Br)c1OC
- Granule exo inh = 0
- H9c2 protect = -6
- ABCB6 inh 2 = 94
- ABHD5-PLIN5 inh = -5
- MC4R ag barr = 12*
- m5-HT2A agonist = 0
- Glyco luc inh = 2
- CaV13 FRET inh = -3
- PDI inh = 13
- MC4R antag cAMP = 24
CC(=O)N1CCOc2ccc(S(=O)(=O)NCCc3ccc(C)cc3)cc21
- Granule exo inh = -2
- H9c2 protect = -5
- ABCB6 inh 2 = 101
- ABHD5-PLIN5 inh = -1
- MC4R ag barr = -2.4
- m5-HT2A agonist = -9
- Glyco luc inh = 2
- CaV13 FRET inh = -6
- PDI inh = 3
- MC4R antag cAMP = 13

# Continued.
SMILES,Granule exo inh,H9c2 protect,ABCB6 inh 2,ABHD5-PLIN5 inh,MC4R ag barr,m5-HT2A agonist,Glyco luc inh,CaV13 FRET inh,PDI inh,MC4R antag cAMP
Cc1ccc(OCc2nc(-c3ccccn3)no2)cc1,2,-11,102,6,-0.2,-4,-11,-8,1,6
CCC(=O)N1CCN(c2ccc(NC(=O)COc3ccccc3[N+](=O)[O-])cc2)CC1,-2,50,96,-8,-0.6,-3,-3,-6,-6,-4
O=C(COc1cccnc1[N+](=O)[O-])Nc1ccc2c(c1)OC(F)(F)O2,1,-8,101,1,-1.1,-2,1,-4,2,-8
O=C(Cc1cccc2ccccc12)NNC(=O)Nc1cccc(Cl)c1,1,-4,105,-1,-0.5,1,-2,-5,-1,5
COc1ccc(C2C(C#N)=C(N)OC(C(C)(C)C)=C2C#N)cc1OC (stereo unspecified),-3,8,98,1,-0.8,-3,1,·,0,6
O=C(O)Cn1nc(-c2ccccc2)oc1=O,6,-11,107,-2,-1.4,0,0,-6,-14,-8
COc1ccccc1NC(=O)C(C)OC(=O)CCCOc1ccccc1 (stereo unspecified),2,2,94,15,0.2,-7,2,-14,-4,4
CCCCCC(=O)N1CCN(S(=O)(=O)c2ccc3c(c2)OCCCO3)CC1,3,-5,100,-8,-1.1,4,0,-13,-1,11
CSCC[C@H](NC(=O)[C@H](Cc1ccccc1)n1c(=O)[nH]c2ccccc2c1=O)C(=O)N1CCC(C(=O)O)CC1,-4,5,98,3,1.0,2,1,·,·,4
O=C1OCCC1Sc1nnc(-c2ccccc2Br)n1Cc1ccccc1 (stereo unspecified),1,-6,89,4,-3.2,2,-1,-5,6,-21
Cc1ccccc1C(=O)NC1CC(C)(C)NC(C)(C)C1,1,1,120,0,-1.2,-3,2,·,7,1
CC(C)(C)Nc1nc(Cl)nc(N(C#N)CN2C(=O)c3ccccc3S2(=O)=O)n1,14,-7,104,33*,-0.9,-1,-1,8,-4,35*
Nc1sc(-c2ccccc2)cc1C(=O)N1CCNCC1,14,·,·,-21,·,-7,·,-9,·,·
COCCN(C(=O)COC(=O)c1ccc2c(c1)OCCO2)c1c(N)n(Cc2ccccc2)c(=O)[nH]c1=O,5,-2,92,3,-2.9,-4,2,-5,5,7
CCc1ccc2c(COC(=O)CNS(=O)(=O)c3ccc(NC(C)=O)cc3)cc(=O)oc2c1,-7,12,101,-5,0.4,-3,4,·,2,16
CC(C)c1nc(SCC(=O)Nc2ccc3c(c2)OCO3)n[nH]1,0,15,100,-4,0.3,-2,1,·,-7,-1
Nc1cc(=O)[nH]c(SCC(=O)Nc2ccccc2Sc2ccccc2)n1,1,-4,93,-1,-1.6,1,4,-3,-5,1
COc1ccc2c(c1)c1c(c(=O)n(-c3ccc(C)cc3)c(=O)n1CC(=O)NCC1CCCO1)n2C (stereo unspecified),5,5,101,7,-0.2,-5,1,-9,9,6
COc1ccc(OC)c(NC(=O)c2cccc(N3C(=O)C4C5CCC(C5)C4C3=O)c2)c1 (stereo unspecified),3,-7,91,7,1.6,-4,1,-5,-5,2
CCOc1ccc(C(CCc2ccccc2)NC(=O)c2ccc(OC)c(OC)c2)cc1OCC (stereo unspecified),3,-3,95,0,-1.2,-4,2,-9,-5,3
O=C(Cc1ccccc1)NCCc1cccc(Cl)c1,2,10,90,-3,-2.0,0,-1,-8,-3,-2
Cc1ccc(S(=O)(=O)Nc2cc(C(=O)NCCN(C)C)ccc2N2CCCCC2)cc1,3,-2,97,9,0.6,-6,-8,·,-4,0
O=C(Cn1cc(C(=O)C2CC2)c2ccccc21)Nc1ccc(F)cc1,8,-3,94,-3,-1.2,-4,-2,-3,-5,12
COC(=O)c1c(NC(=O)c2ccccc2OC)sc(C(=O)N2CCOCC2)c1C,68*,18,100,-3,-2.8,-2,5,-6,2,0
CCS(=O)(=O)c1ccc(-c2csc(-c3ccc(Cl)cc3)n2)c(Cl)c1Cl,0,-23,91,2,1.1,3,2,-1,-1,11
CCN(CC)S(=O)(=O)c1ccc(NC(=O)CN(c2cccc(C)c2)S(C)(=O)=O)cc1,4,-19,99,0,-0.5,-5,-2,-4,-4,7
COc1ccc2[nH]c3c(=O)n(Cc4ccc(C(=O)N5CCC(C(N)=O)CC5)cc4)c(=S)[nH]c3c2c1,-1,-4,96,-4,-5.0,1,1,-4,8,9
CCOC(=O)[C@]12CCC=C1N(CCC1=CCCCC1)C(=O)[C@H](CC(=O)NCc1ccc(C)o1)C2,-6,·,96,16,·,-3,·,-8,·,·

# Copied from the results shown for reference:
SMILES,Granule exo inh,H9c2 protect,ABCB6 inh 2,ABHD5-PLIN5 inh,MC4R ag barr,m5-HT2A agonist,Glyco luc inh,CaV13 FRET inh,PDI inh,MC4R antag cAMP
COC(=O)CSC(C(=O)Nc1ccc(C)c(C)c1)c1ccccc1 (stereo unspecified),8,0,90,-5,-0.8,-3,0,-5,-3,11
CC(=O)N(c1ccccc1)c1nnc(-c2cnc(C)cn2)s1,0,-14,96,-2,-2.0,-1,-5,-2,2,2
Cc1cccc(NC(=O)C(Cc2ccccc2)n2cccc2)c1 (stereo unspecified),3,-2,97,-4,2.4,0,-1,1,7,-2
Cc1ccc(-n2ncc(C(=O)N3CCN(C(=O)c4ccco4)CC3)c2C2CCN(C(=O)OC(C)(C)C)CC2)cc1C,3,-2,97,11,-1.3,12,-2,-6,12,1
C=CCn1c(SCC(=O)C(C)(C)C)nnc1-c1ccccn1,1,0,90,-4,-0.9,-2,2,-6,9,7
O=C(NCC1CCCO1)/C(=C\c1ccco1)NC(=O)c1ccccc1 (stereo unspecified),0,8,98,8,-2.1,7,5,·,-1,-5
O=C(Nc1cccnc1Cl)C1c2ccccc2Oc2ccccc21,-2,3,98,0,-1.3,-7,-3,-5,-1,-1
CCNC(=S)N/N=C/c1cc(Br)cc(Br)c1OC,0,-6,94,-5,12*,0,2,-3,13,24
CC(=O)N1CCOc2ccc(S(=O)(=O)NCCc3ccc(C)cc3)cc21,-2,-5,101,-1,-2.4,-9,2,-6,3,13
C#CC[N+](C)(C)CCCCCCCCCCCC,9,-9,99,23*,-1.5,0,144*,-6,11,16
Cc1ccc(C(=O)COC(=O)CCc2ccc(S(=O)(=O)N3CCCCC3)cc2)cc1,5,-8,98,-2,1.7,12,1,-4,7,3
N#CC1(P(=O)(c2ccccc2)c2ccccc2)CCCC1,13,-6,100,-4,-0.3,-4,0,-17,6,9

# Screening results deposited in PubChem BioAssay by several laboratories.
